Source: PubChem BioAssay (National Center for Advancing Translational Sciences (NCATS))
Pin1 inhibitor: human Pin1 inhibition | Potency, µM (top dose mostly 115 µM), for inactives: at the top dose activity, negative = inhibition, usual class: inhibitors | Pin1 FP peptide displacement, HiFluor488, 10 min | actives 0.009% (n = 390,000); active means well fitted inhibition curve with a large enough effect in the polarisation, with a control signal flat, not every such curve was filed as active; inconclusive means small, poorly fitted or top-dose-only effect, or effect the other way, or a change in a side signal; inactive means no such curve, though single readings can be large or run the other way; the % refers to the polarisation; further: potency means the concentration at half of the fitted maximal effect; on the % scale 0 is the no-effect control and ±100 the full control effect
Tb PGK inh: T. brucei PGK inhibition; P07378; Potency, µM (series often up to 57.5 µM), for inactives: at the top dose activity change, negative = inhibition, hits mostly inhibitors; AID 602233; PGK/GAPDH coupled, Kinase-Glo luminescence, 60 min; actives 0.043% (n = 380,000); further: potency means the concentration at half of the fitted maximal effect; on the % scale 0 is the no-effect control and ±100 the full control effect; nearly all actives have a fitted effect of over 60% in size
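Recombinant glycosomal PGK reaction used 1,3-bisphosphoglycerate generated in-well by GAPDH (100nM final) in 100mM TEA pH 7.6, 5mM MgCl2, 0.01% Tween-20. After 60 minutes at room temperature, ATP was read by Kinase-Glo Plus luminescence end-point.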
G9a block: blocks human histone lysine methyltransferase G9a; G9a H3K9 monomethylation, AlphaScreen, 2 h; Potency, µM (series often up to 102 µM), without a hit: at the top dose activity, negative = inhibition, actives largely listed as inhibitors; actives 8.8% (n = 350,000); AID 504332; further: potency means the concentration at half of the fitted maximal effect; on the % scale 0 is the no-effect control and ±100 the full control effect; nearly all actives have a fitted effect of over 75% in size
Target sequence (Q96KQ7 913-1193 limits assumed): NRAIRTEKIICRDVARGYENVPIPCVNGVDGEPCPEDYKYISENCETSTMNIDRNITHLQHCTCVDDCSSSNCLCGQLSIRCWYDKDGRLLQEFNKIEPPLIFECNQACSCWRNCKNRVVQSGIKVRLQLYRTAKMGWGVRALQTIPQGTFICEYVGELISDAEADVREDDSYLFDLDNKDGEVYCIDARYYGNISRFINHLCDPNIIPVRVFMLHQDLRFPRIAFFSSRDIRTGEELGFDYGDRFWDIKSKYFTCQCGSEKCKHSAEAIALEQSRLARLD
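Quantitative HTS format: methyltransferase activity on a biotin-tagged H3K9 peptide is measured by AlphaScreen, using a rabbit anti-monomethyl-H3K9 antibody with streptavidin donor and anti-IgG acceptor beads. Final levels are 20 nM enzyme, 500 nM peptide, 20 uM SAM; 2 h RT.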
HP1b binding inh: blocks HP1-beta chromodomain binding to methylated histone tails; AlphaScreen HP1-beta / biotin-H3K9me3 peptide binding; Potency, µM (series often up to 114 µM), for inactives: at the top dose activity change, negative = inhibition, actives largely listed as inhibitors; actives 0.56% (n = 390,000); AID 540317; further: potency means the concentration at half of the fitted maximal effect; nearly all actives have a fitted effect of over 70% in size; inactives centre near 23
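HP1-beta protein (50 nM final) preincubated 30 min at room temperature with biotinylated H3(1-18)K9me3 peptide (50 nM) in PBS pH 7.4, 0.01% Tween-20, then compound added for 30 min. AlphaScreen streptavidin donor/nickel chelate acceptor beads (10 ug/mL final), 30 min dark, luminescence read.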
Pol eta inh: DNA polymerase eta (human) inhibition; Q9Y253; recombinant Pol eta, fluorescent DNA replication assay; Potency, µM (top dose mostly 114 µM), without a hit: at the top dose activity change, negative = inhibition, hits mostly inhibitors; actives 1.2% (n = 390,000); AID 588591; further: potency means the concentration at half of the fitted maximal effect; on the % scale 0 is the no-effect control and ±100 the full control effect
Target sequence (Q9Y253 whole entry, looked up): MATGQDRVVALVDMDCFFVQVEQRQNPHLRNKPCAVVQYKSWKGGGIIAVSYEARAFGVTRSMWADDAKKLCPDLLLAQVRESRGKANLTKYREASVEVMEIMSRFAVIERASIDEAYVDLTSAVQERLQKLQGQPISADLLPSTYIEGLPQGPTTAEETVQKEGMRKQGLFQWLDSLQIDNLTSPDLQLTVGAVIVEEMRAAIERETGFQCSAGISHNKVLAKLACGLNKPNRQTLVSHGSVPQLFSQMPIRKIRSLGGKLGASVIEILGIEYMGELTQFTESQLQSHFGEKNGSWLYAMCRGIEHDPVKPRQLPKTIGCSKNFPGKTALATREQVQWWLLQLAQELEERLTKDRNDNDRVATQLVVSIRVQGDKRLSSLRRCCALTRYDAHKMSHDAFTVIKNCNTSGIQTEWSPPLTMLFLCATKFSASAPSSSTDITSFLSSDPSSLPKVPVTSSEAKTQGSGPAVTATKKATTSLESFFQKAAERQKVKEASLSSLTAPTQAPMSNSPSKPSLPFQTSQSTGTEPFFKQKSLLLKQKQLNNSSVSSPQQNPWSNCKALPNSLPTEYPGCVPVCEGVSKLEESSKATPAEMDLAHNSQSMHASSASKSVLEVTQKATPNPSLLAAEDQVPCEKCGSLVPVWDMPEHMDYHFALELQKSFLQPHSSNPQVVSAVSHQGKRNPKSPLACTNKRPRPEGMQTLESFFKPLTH
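Pol eta at 10 nM preincubated with compounds 15 min at room temperature; reaction started with fluorescent substrate (50 nM final) and read kinetically at 0 and 10 min.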
JMJD2A Tudor inh: inhibitors of human JMJD2A Tudor domain; O75164; AlphaScreen JMJD2A-Tudor / H3K4me3 peptide binding; Potency, µM (titrated, usually from 114 µM), without a hit: top-dose activity change, negative = inhibition, hits mostly inhibitors; actives 4.4% (n = 390,000); AID 504339; further: potency means the concentration at half of the fitted maximal effect; on the % scale 0 is the no-effect control and ±100 the full control effect; nearly all actives have a fitted effect of over 50% in size
PI4K2A inh: PI4K2A (human) kinase inhibition. AID 1346378. Q9BTU6. actives 0.13% (n = 420,000). purified PI4K2A, ADP-Glo luminescence, 1 h; hits give low values. activity change, negative = inhibition, % at 76.9 µM; in the data active means activity change below about -50%; inconclusive means mostly about -30% to -49%;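 further: -100% = wells without enzyme as full effect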
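Compounds are screened against recombinant PI4K2A using PI as substrate and ATP, the latter dispensed at 300 microM. Reactions run one hour at ambient temperature before ADP-Glo detection; full inhibition defined by wells lacking enzyme.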
GLS inh: glutaminase GLS (human) inhibition; O94925; GLS enzymatic activity, qHTS titration; Potency, µM (top dose mostly 45.5 µM), inactives show top-dose activity change, negative = inhibition, most hits filed as inhibitors; actives 0.21% (n = 410,000); further: potency means the concentration at half of the fitted maximal effect; on the % scale 0 is the no-effect control and ±100 the full control effect
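Read-out is an Amplex red fluorescence increase coupled through glutamate oxidase and HRP, measured before and after 30 min room-temperature incubation. hKGA is in 45 mM KH2PO4 (pH 8.2) with 0.02% Tween-20; glutamine added as 1mM solution.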
BAZ2B block: inhibitors of human BAZ2B bromodomain. actives 4.4% (n = 360,000). Potency, µM (top dose mostly 114 µM), for inactives: at the highest dose activity change, negative = inhibition, usual class: inhibitors. AlphaScreen BAZ2B-H3K14Ac peptide displacement; further: potency means the concentration at half of the fitted maximal effect; on the % scale 0 is the no-effect control and ±100 the full control effect; nearly all actives have a fitted effect of over 60% in size
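BAZ2B (50 nM) with biotin-H3(5-23)K14Ac peptide (50 nM) in PBS pH 7.4, 0.01% Tween-20, preformed 30 min, then compound 30 min at room temperature; top concentration 110uM. AlphaScreen streptavidin donor/nickel chelate acceptor beads (10 ug/mL final), 20 min dark, signal read.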
Active calls of the source: *; i = inactive; ? = inconclusive; / = not tested or not shown; & = joins results of further samples; [ ] = remark or other dose. Unless noted, the call rests on the fitted dose curve; in most records, active means well fitted curve in the direction sought with a large enough effect; inconclusive means small, poorly fitted or top-dose-only effect, or another doubt; inactive means no such curve, though single readings can be large; an effect the other way counts as inactive or inconclusive. A portion of the library; rates above refer to the full screens.

Values run as follows: Pin1 inhibitor	Pol eta inh	G9a block	Tb PGK inh	PI4K2A inh	GLS inh	HP1b binding inh	BAZ2B block	JMJD2A Tudor inh
- COc1cccc2cc3c(=O)n(-c4ccccc4)nc-3oc12
 : -16%	-3%	?	-4%	2	0%	-9%	?	45µM*
- CC1CCCCC1NCC(=O)NCc1ccc(F)cc1 (stereo not given)
 : 2%	2%	10µM*	0%	7	0%	?	50µM*	1.3µM*
- Cc1ccccc1NC(=O)c1c(NC(=O)Cc2ccccc2)sc2c1CCC2
 : 11%	-11%	-12%[59 µM]	8%	1	-8%	52%[activator]	3%	-9%
- CCN(c1ccccc1)S(=O)(=O)c1ccc(Cl)c(NC(=O)CSc2nncn2C)c1
 : -2%	-14%	21%	-2%	-2	5%	-2%	10%	-20%
- COc1cccc(C2C(C(=O)c3ccco3)=C(O)C(=O)N2CCCN2CCOCC2)c1OC (stereo not given)
 : -2%	0%	/	0%	-2	14%	34%	/	-7%
- COc1ccc(C(=O)N/N=C/c2ccccn2)cc1OC
 : 2%	4%	3%	-4%	-3	6%	7%	?	?
- O=C(CCN1C(=O)/C(=C\c2cccs2)SC1=S)Nc1nccs1
 : ?	-23%	5%	5%	0	5%	29%	-5%	2%
- O=C(COC(=O)c1cc2ccccc2cc1O)Nc1cccnc1Cl
 : 5%	-19%	-9%[59 µM]	i	-5	-3%	37%	10%	-12%
- Fc1ccc2nc3[nH]c4ccccc4c3nc2c1
 : 8%	?	56%[activator][12.7 µM]	-5%	?	-5%	66%[activator]	9%	-6%[57.1 µM]
- COc1ccc(C(=O)OCC(=O)Nc2ccc([N+](=O)[O-])cc2OC)c(O)c1
 : 0%	-17%	-2%	-1%	-1	-1%	37%	-20%	-6%
- O=C(CN1C(=O)C2C3CC(C(Br)C3Br)C2C1=O)Nc1ccc(C(=O)O)cc1 (stereo not given)
 : -6%	-9%	3%	i	-1	-5%	44%[activator]	1%	-6%
- Cc1ccc(CNC(=O)c2ccc3c(c2)nc2n3CCOC2)cc1
 : 0%	-8%	1%[59 µM]	i	-2	6%	33%[57 µM]	1%	3%
- CC(O)C(NS(=O)(=O)c1ccc(Cl)cc1)C(=O)OCc1cc([N+](=O)[O-])cc2c1OCOC2 (stereo not given)
 : -4%	3%	18%[59 µM]	3%	-1	15%	8%	-3%	-13%
- Cc1cccc(C)c1NC(=O)CNC(=O)C(C)N(C)CC(=O)Nc1ccc(F)cc1 (stereo not given)
 : -4%	-9%	?	-1%	1	3%	50%[activator]	-2%	1%
- COc1ccc(NC(=O)CN2CCCN(S(=O)(=O)c3ccc(F)cc3)CC2)c(OC)c1
 : -2%	-18%	?	-5%	4	2%	-19%	-15%	-25%
- Cc1ccc(N(CC(O)CN2CCCCC2)S(=O)(=O)c2ccccc2)cc1 (stereo not given)
 : 0%	3%	9%[59 µM]	-10%	-12	13%	19%	-12%	?
- COc1ccc(-n2ncc(C(=O)NC3CC3)c2C2CCN(C(=O)OC(C)(C)C)CC2)cc1
 : -1%	-26%	3%[59 µM]	-6%	-2	-6%	30%	-19%	1%
- Nc1cc(=O)[nH]c(=S)n1-c1ccccc1
 : 8%	?	?	-2%	1	9%	10%	7%	-19%
- NC(CC(=O)NC(c1ccccc1)(c1ccccc1)c1ccccc1)C(=O)O (stereo not given)
 : -2%	-19%	-3%	i	6	-14%	12%	-11%	0%
- CC(C)CCn1nnnc1C(C(C)C)N1CCC(C(N)=O)CC1 (stereo not given)
 : -2%	-12%	-10%[59 µM]	i	3	-12%	49%[activator]	0%	-5%
- CCN1C(=O)/C(=C\N(C)C)S/C1=N\S(=O)(=O)c1ccc(C)cc1
 : 6%	-22%	1%	4%	-1	0%	22%	-15%	-16%
- COc1cc(C(=O)NCCC(C)C)c([N+](=O)[O-])cc1OC
 : 0%	-3%	7%	/	6	-1%	44%[activator]	4%	-3%
- CCSc1nncn1/N=C/c1ccc(OC)c(OC)c1
 : 8%	-6%	13%[12.7 µM]	3%	-2	1%	45%[activator]	4%	4%
- NS(=O)(=O)c1ccc(NC(=S)NC(=O)c2cccc(Br)c2)cc1
 : 0%	-11%	-5%	8%	1	0%	0%	-11%	-11%[11.4 µM]
- Cc1oc(CSCC2CCCO2)cc1C(=O)O (stereo not given)
 : -16%	?	-2%[12.7 µM]	i	-6	-4%	34%	-26%	-14%
- COc1ccc(C2/C=C\CN(C(=O)NC(C)C)CC(=O)N2Cc2ccc(F)cc2)cc1 (stereo not given)
 : -12%&4%	-12%	9%[59 µM]	0%	-3	16%	21%&51%	3%	-21%&-8%
- Cc1ccc(C(=O)NCCNC(=O)CN2CCOCC2)cc1
 : -7%	-13%	45%[12.7 µM]	-9%	-2	7%	5%	4%	-12%
- CCC(COC)NC(=O)c1ccc(OC)c(OC2CCN(C(C)=O)CC2)c1 (stereo not given)
 : 1%	-19%	-2%	-8%	-2	4%	23%	-1%	-11%
- Cc1ccc(N2CC(=O)N(NC(=O)Nc3ccc(Cl)c(Cl)c3)CC2=O)cc1
 : 3%	-1%	5%	5%	-1	2%	3%	2%	-5%
- Cc1sc(NC(=O)CSc2nnc(CCNC(=O)c3cccs3)n2C)nc1-c1ccccc1
 : 2%	-12%	-14%[59 µM]	2%	3	6%	36%	2%	-7%
- COc1ccc(C(=O)c2c(N)c(C(=O)Nc3ccccc3Cl)c3ccccn23)cc1
 : -3%	/	2%[59 µM]	/	-3	1%	20%	2%	-4%
- CCCN1CCN(C(=O)c2c(Cl)cnn2C)CC1
 : -1%	-9%	-8%	0%	-5	-9%	57%[activator]	-5%	-11%
- Cc1cccc(-n2c(SCCC(=O)O)nnc2-c2cccs2)c1C
 : 2%	-8%	20%[59 µM]	1%	-6	7%	25%	2%	-9%
- O=C(Nc1ccc2[nH]c(=S)sc2c1)Nc1ccccc1F
 : 4%	79µM*	45µM*	/	-20	-3%	25%	?	-21%
- C=CCNC(=O)c1ccccc1NC(=O)C1CCN(S(=O)(=O)c2ccc(SC)cc2)CC1
 : 4%	-9%	10%	10%	4	-2%	-3%	50µM*	-7%
- CCN(CC)c1ccc(NC(=O)CN2CCN(c3ccccc3OC)CC2)cc1
 : -5%	-26%	?	-5%	5	78%[activator]	-18%	35µM*	45µM*
- O=C(N[C@@H]1C/C=C\C[C@H](CC(=O)N(CCO)Cc2ccccc2)C(=O)N[C@@H](Cc2ccccc2)COC1=O)OCC1c2ccccc2-c2ccccc21
 : 0%	-13%	/	0%	-2	2%	30%	/	-7%
- C=CCN1C(=O)C(CC(=O)Nc2ccc(C)cc2)SC1=Nc1c(C)n(C)n(-c2ccccc2)c1=O (stereo not given)
 : 2%	-3%	13%[12.7 µM]	9%[11.5 µM]	2	-2%	21%	4%	-15%
- CCOC(=O)Cc1csc(NC(=O)CSc2nnc(C(C)C)n2CC)n1
 : 7%	-12%	7%[59 µM]	i	12	3%	42%	6%	0%
- CC(=O)Nc1ccc(S(=O)(=O)NCCc2cn3ccsc3n2)cc1
 : -6%	7%	1%[59 µM]	i	-1	-13%	16%[57 µM]	-15%	-16%
- CCCC(=O)Oc1c(Sc2ccc(C)cc2)c(C)nn1-c1ccccc1
 : -9%	-19%	2µM*	-16%	-22	9%	89%[activator]	37%	-6%
- Cc1onc(-c2ccccc2Cl)c1C(=O)Oc1cc(N)n(S(=O)(=O)c2ccc(F)cc2)n1
 : 10%	?	-34%	-8%	56	-3%	18%	-2%	-13%
- COc1ccc(NC(=O)C(C)n2nnc3sc(-c4ccccc4)cc3c2=O)cc1Cl (stereo not given)
 : 13%	/	2.8µM*	/	-1	-4%	?	-27%	79µM*
- CCNC(=O)CC(=O)Nc1ccccc1C(=O)O
 : -6%	10%	5%[12.7 µM]	-8%	-9	1%	3%	10%	-2%
- Cc1cc(CN2CCN(c3ccccc3F)CC2)cs1
 : -14%	-14%	?	-9%	-4	3%	20%	?	-33%
- O=C(COC(=O)CCc1nc2ccccc2c(=O)[nH]1)Nc1ccc2c(c1)OCO2
 : 4%	-1%	56µM*	i	0	0%	41%[activator]	-17%	3%
- CCC1(c2ccccc2)NC(=O)N(CC(=O)Nc2ccc(OC)nc2)C1=O (stereo not given)
 : ?	4%	/	9%	3	2%	7%	-8%	-7%
- O=C1CC(C(=O)Nc2ccccc2)S/C(=N\N=C\c2ccco2)N1 (stereo not given)
 : -1%	-16%	3%	-9%	-3	0%	13%	6%	-10%
- CCOc1ccc(NC(=O)CN2C(=O)COc3ccc(S(=O)(=O)N4CCCC4)cc32)cc1
 : -7%	-19%	37%	-5%	4	-14%	42%[activator]	-1%	-10%
- O=C(Nc1ccc(F)cc1F)c1cc2c(=O)n3ccccc3nc2s1
 : -4%	/	-24%[59 µM]	/	-1	3%	18%	5%	-7%
- COC(=O)[C@]1(C)CCC[C@@]2(C)C3CC[C@@]4(C)C[C@]3(CCC21)CC(=O)N4Cc1ccc(OC)cc1 (stereo not given in full)
 : 0%	-15%	-2%[0.501 µM]	-7%	-4	-1%	17%	-19%	-23%
- COc1cccc(NC(=O)CSc2nnc(Cn3c(=O)sc4ccccc43)n2C)c1
 : 3%	-8%	-35%[59 µM]	i	-2	-8%	56%[activator]	-3%	-6%
- CCS(=O)(=O)Nc1cccc(C2=NN(S(=O)(=O)c3ccc(C)cc3)C(c3ccco3)C2)c1 (stereo not given)
 : 25%	-10%	?	/	-3	-5%	23%	/	?
